Bioassay records deposited in PubChem by The Scripps Research Institute Molecular Screening Center.
pPAFAH FP inh: pPAFAH enzyme inhibitors, primary screen, biochemical, fluorescence polarization, human; recombinant pPAFAH, FP-rhodamine probe fluorescence polarization; Platelet-activating factor acetylhydrolase (Homo sapiens), Q13093; 330,000 tested, 1.5% active; inhibition, % at 3.39 µM;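 active = inhibition above the mean inhibition across the screen plus 3 SD, cut at about 25% in these data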;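 note: inhibitors block binding of the rhodamine activity-based probe so polarization drops; 0% = enzyme with DMSO and 100% = wells lacking pPAFAH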
PAFAH1B3 FP inh: PAFAH1B3 enzyme inhibitors, primary screen, biochemical, fluorescence polarization, human. recombinant PAFAH1B3, FP-rhodamine probe. inhibition, % at 3.39 µM. 340,000 tested, 0.28% active. AID 492972, 2010;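 active = inhibition above the screen-wide average of all tested compounds plus 3 SD, cut at about 25% in these data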;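 note: 0% = enzyme with DMSO only and 100% = wells lacking PAFAH1B3 protein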
PAFAH1B2 inh: PAFAH1B2 enzyme inhibitors, primary screen, biochemical, fluorescence polarization, human. recombinant PAFAH1B2, FP-rhodamine activity probe. Platelet-activating factor acetylhydrolase IB subunit alpha2 (Homo sapiens), P68402. 340,000 tested, 1.2% active. inhibition, % at 3.39 µM. AID 492953, 2010;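 active = inhibition above the mean of all tested compounds plus 3 SD, cut at about 24% in these data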;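 note: 0% = enzyme with DMSO and 100% = wells lacking PAFAH1B2; many of its hits are not listed in these tables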
LYPLA1 inh: LYPLA1 inhibitors, primary screen, counter-screen for PME1 inhibitor project, biochemical, fluorescence polarization, FP-Rh probe ABPP | Acyl-protein thioesterase 1 (Homo sapiens), O75608 | recombinant LYPLA1 | inhibition, % at 5.9 µM | 320,000 tested, 0.16% active;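 active = inhibition above the mean of all tested compounds plus 3 SD, set per campaign, cut at about 14% in these data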;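 note: inhibitors block serine hydrolase probe labeling of LYPLA1 so polarization falls; 0% = enzyme with DMSO and 100% = wells lacking LYPLA1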
PME-1 primary: PME-1 inhibitors via competitive probe labeling, primary screen, biochemical, fluorescence polarization, FP-Rh probe, HTS. 320,000 tested, 0.53% active. recombinant PME-1. Protein phosphatase methylesterase 1 (Homo sapiens), Q9Y570. inhibition, % at 5.9 µM;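 active = inhibition above the campaign mean of all compounds plus 3 SD, cut at about 26% in these data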;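 note: competitive labeling of PME-1 active site by serine hydrolase directed probe; 0% = PME-1 with DMSO and 100% = wells lacking PME-1 enzyme; inhibitors block probe labeling so polarization falls and inhibition rises; many of its hits are not listed in these tables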
GSTO1 inh: inhibitors of recombinant GSTO1, primary screen, counter-screen for RBBP9 inhibitor project, biochemical, fluorescence polarization; activity-based probe fluorescence polarization; inhibition, % at 5.96 µM; 300,000 tested, 1.1% active;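 active = inhibition above the campaign mean inhibition plus 3 SD, cut at about 35% in these data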;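 note: 0% = GSTO1-1 with DMSO and 100% = wells lacking GSTO1-1 enzyme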
Target sequence (P78417 whole entry, looked up): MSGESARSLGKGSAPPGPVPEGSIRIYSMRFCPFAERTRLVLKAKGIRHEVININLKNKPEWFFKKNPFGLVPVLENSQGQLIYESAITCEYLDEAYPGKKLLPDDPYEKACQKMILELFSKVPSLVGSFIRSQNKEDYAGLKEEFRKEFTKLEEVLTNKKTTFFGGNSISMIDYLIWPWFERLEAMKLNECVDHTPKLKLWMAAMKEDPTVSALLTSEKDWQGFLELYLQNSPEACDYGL
PREPL inhibitor: PREPL enzyme inhibitors, primary screen, biochemical, fluorescence polarization; Prolyl endopeptidase-like (Homo sapiens), Q4J6C6; 320,000 tested, 0.68% active; inhibition, % at 5.96 µM; AID 2751, 2010; recombinant PREPL, fluorescence polarization activity-based probe; in the data active = inhibition above about 43%;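 note: 0% = enzyme with DMSO and 100% = wells lacking enzyme; many of its hits are not listed in these tables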
LYPLA2 counter: LYPLA2 inhibitors, primary screen, counter-screen for PME1 inhibitor project, biochemical, fluorescence polarization, FP-Rh probe ABPP. Acyl-protein thioesterase 2 (Homo sapiens), O95372. recombinant LYPLA2. inhibition, % at 5.9 µM. 320,000 tested, 0.38% active;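 active = inhibition above the screen-wide mean plus 3 SD, limit set per campaign, cut at about 26% in these data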;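 note: 0% = LYPLA2 with DMSO and 100% = wells lacking LYPLA2 enzyme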
PAD4 inh: human PAD4 inhibitors, primary screen, biochemical, fluorescence polarization, 1536-well format. recombinant PAD4, RCA probe fluorescence polarization. inhibition, % at 6.36 µM. 330,000 tested, 0.41% active;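 active = percent inhibition above a cutoff equal to the mean of all tested compounds plus 3 SD, cut at about 15% in these data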;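 note: 0% = PAD4 with RCA probe and DMSO and 100% = probe without PAD4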
Target sequence (Q9UM07 whole entry, looked up): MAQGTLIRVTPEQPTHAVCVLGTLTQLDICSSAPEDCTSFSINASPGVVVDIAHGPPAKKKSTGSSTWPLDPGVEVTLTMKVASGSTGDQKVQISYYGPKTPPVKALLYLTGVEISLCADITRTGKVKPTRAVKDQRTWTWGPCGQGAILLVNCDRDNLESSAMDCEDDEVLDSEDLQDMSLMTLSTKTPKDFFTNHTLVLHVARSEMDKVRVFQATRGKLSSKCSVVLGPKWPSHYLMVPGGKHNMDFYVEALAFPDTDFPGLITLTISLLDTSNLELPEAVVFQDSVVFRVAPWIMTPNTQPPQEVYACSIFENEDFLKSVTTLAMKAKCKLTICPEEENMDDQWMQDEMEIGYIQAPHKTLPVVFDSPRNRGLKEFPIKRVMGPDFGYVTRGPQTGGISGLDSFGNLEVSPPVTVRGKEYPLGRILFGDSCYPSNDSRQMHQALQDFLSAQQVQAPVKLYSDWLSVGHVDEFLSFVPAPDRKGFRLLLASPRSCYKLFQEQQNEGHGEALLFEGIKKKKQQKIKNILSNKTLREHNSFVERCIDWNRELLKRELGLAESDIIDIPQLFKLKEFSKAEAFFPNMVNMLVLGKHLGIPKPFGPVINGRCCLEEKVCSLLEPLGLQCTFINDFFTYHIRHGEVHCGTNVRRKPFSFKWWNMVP
* = called active by the depositor; . = no result given. Some of the compounds tested; rates above refer to the full screens.

SMILES	pPAFAH FP inh	PAFAH1B3 FP inh	PAFAH1B2 inh	LYPLA1 inh	PME-1 primary	GSTO1 inh	PREPL inhibitor	LYPLA2 counter	PAD4 inh
O=C(NC(CO)Cc1ccccc1)c1ccccc1 (configuration not stated)	9	6	4	-5	5	-8	4	-5	-6
COc1c(C(=O)NCCSC(C)(C)C)ccc2ccccc12	6	0	0	1	9	3	14	4	-1
CCCOC(=O)Nc1ccc(C(N)=O)cc1	-3	0	0	7	0	4	1	5	-6
O=c1c(Cc2ccc(F)cc2)c(O)ccn1Cc1ccc(F)cc1	6	-7	0	-4	-6	-2	4	3	0
Cc1cccc(N(CC(=O)NCc2ccc(F)cc2)C(=O)c2ccco2)c1	-1	1	6	-6	-6	0	-9	-11	-4
Cc1ccc(-c2nc3c(Cl)cc(Cl)cc3c(=O)n2O)cc1	12	4	-4	-2	3	0	21	-6	-12
O=C(NCCCn1ccnc1)c1cc(-c2ccc(Br)cc2)on1	3	7	-2	1	3	2	-7	0	0
CCc1cccc(C)c1NC(=O)CC(C)(C)CC(=O)O	-7	8	0	0	-1	-6	0	-4	0
COCCN(C(=O)COC(=O)CC1CCCCC1)c1c(N)n(Cc2ccccc2)c(=O)[nH]c1=O	-1	9	2	4	-2	3	0	6	-4
Cc1ccc2nc(-c3cccnc3)c(NC3CCCC3)n2c1	7	7	1	2	-3	3	6	-3	1
O=C1CC(C(=O)Nc2cccc3ccccc23)C2(CCCC2)O1 (configuration not stated)	0	2	6	-1	5	3	-10	-4	-1
CCN(CC(=O)Nc1cc(Cl)ccc1C)C(=O)Cn1c(=O)cnc2ccccc21	1	6	6	5	0	-5	0	4	-1
Cc1cc(C)c2c(c1)C(=O)/C(=C/c1ccc(C(=O)O)cc1)CC2	0	9	5	0	-4	-18	-7	1	0
CC(C)C12CN3CC(C(C)C)(CN(C1)C3c1ccc3c(c1)OCO3)C2=O (configuration not stated)	4	7	5	3	3	-8	15	3	-2
O=C(CN(CC1CCCO1)C(=O)CNS(=O)(=O)c1ccc(F)cc1)NC1CCCCC1 (configuration not stated)	7	-2	0	0	0	0	2	15	-2
CCOc1ccccc1C(=O)NCCCn1ccnc1	8	9	-3	-3	-3	-4	-5	-4	3
Cc1ccc(C(=O)NCCc2n[nH]c(=S)n2C)cc1	1	-7	-1	0	4	-2	6	-1	-1
CCn1c(SCC(=O)NCC2CCCO2)nc2c(c1=O)SCC2 (configuration not stated)	7	10	-2	3	10	-5	1	0	-2
O=C(NCc1ccc2c(c1)OCO2)C1CCN(S(=O)(=O)N2CCCCC2)CC1	2	8	3	-2	2	-3	-1	1	-4
Cc1ccccc1C(=O)NCc1nnc(SCC(=O)N2CCN(c3ccccc3)CC2)n1C	1	-1	4	2	-7	8	24	0	-1
c1ccc2oc(SCc3cn4ccsc4n3)nc2c1	-3	-3	-3	1	1	-4	1	-1	-3
COc1cccc(NC(=O)c2ccc(NC(=O)C(C)C)cc2)c1	3	0	-1	-4	-5	2	-2	3	-1
CCCCc1n[nH]c(=S)n1Cc1ccc(C)cc1	-2	7	11	0	-2	3	10	6	-2
Cc1cc(C)n(CCN(C)C(=O)CCc2nnc(CCC3CCCCC3)o2)n1	1	-5	5	1	1	-2	-4	2	-1
CN(CCOc1ccc(Cl)cc1)C(=O)C1CCN(C(=O)c2ccc(Cl)cc2)CC1	-3	7	2	0	8	-1	11	7	-1

Other structures.
SMILES	pPAFAH FP inh	PAFAH1B3 FP inh	PAFAH1B2 inh	LYPLA1 inh	PME-1 primary	GSTO1 inh	PREPL inhibitor	LYPLA2 counter	PAD4 inh
Cc1ccc(C)c(Nc2c([N+](=O)[O-])cc(C(=O)N3CC(=O)Nc4ccccc43)cc2[N+](=O)[O-])c1	0	13	7	1	7	10	-106	6	2
CCNC(=O)N(C(=O)NCC)n1c(C)nnc1C	5	6	3	-1	1	-1	7	1	6
C(=N\Nc1ccc(-n2ccnc2)nn1)/c1ccccc1	-3	-2	6	-2	5	-3	12	-5	-8
CCSc1nc2ccccc2n1CC(=O)O	3	2	5	2	6	-5	7	12	-3
CCn1c(SCC(=O)NCc2ccccc2)nnc1C(CO)NC(=O)c1ccccc1 (configuration not stated)	3	6	0	-3	2	-5	-1	-3	-2
CCc1nnc(NC(=O)c2cccc(S(=O)(=O)N3CCN(C(C)=O)CC3)c2)s1	5	8	6	2	5	.	7	3	6
CCCn1c(C)cc(C(=O)COC(=O)c2ccc[nH]c2=O)c1C	2	-9	5	6	0	4	4	3	-4
c1ccc(CN2CCN(c3ncnc4c3[nH]c3ccccc34)CC2)cc1	4	6	5	4	5	5	14	-4	-6
O=C(Nc1ccc(F)cc1)c1ccc(S(=O)(=O)NCC2CCCO2)cc1 (configuration not stated)	3	-1	6	-2	1	4	7	-2	-7
COc1cc(CC(=O)OCC(=O)c2ccc3c(c2)OCCO3)cc(OC)c1OC	3	-1	5	2	0	4	-9	1	-5
O=c1[nH]c2ccc(Cl)cc2c(-c2ccccc2)c1SC(=S)N1CCOCC1	8	5	2	-4	17	-14	-7	-8	3
CCCCn1c(NCc2ccc3c(c2)OCO3)nc2ccccc21	4	5	4	5	9	10	34	5	-2
COc1ccc(/C=N/NC(=O)CCn2cnc(-c3ccccc3)c2-c2ccccc2)cc1OC	1	11	9	-2	4	5	7	0	1
Cc1csc(=O)n1CC(=O)OCc1nnc(-c2ccc(Cl)cc2)o1	0	4	4	0	-6	12	-1	-5	-5
COc1ccc(NS(=O)(=O)c2ccc(NC(=O)C(C)(C(F)(F)F)C(F)(F)F)cc2)nn1	6	14	0	-1	-1	4	-10	-2	-2
COc1cc(/C=N/NC(=S)Nc2cccc(C(=O)O)c2)cc(OC)c1OC	5	4	4	4	-5	0	19	3	-3
CCS(=O)(=O)N1CCC(C(=O)NCc2ccc(OC)cc2OC)CC1	5	-7	-3	-3	2	7	6	0	-4
COCCCNc1c2c3c(cccc3[nH]c1=O)C(=O)c1ccccc1-2	106*	134*	109*	105*	124*	79*	112*	126*	135*
CCCCCc1cc(=O)oc2c(C(CCN3CCCC3)c3ccc(N(C)C)cc3)c(OC)cc(OC)c12 (configuration not stated)	6	-7	-2	-4	4	2	50*	0	4
Fc1cccc(NC(=S)Nc2cccc3ccccc23)c1	6	-2	-1	1	8	3	5	-3	-3
CCOc1ccc(N(C)S(=O)(=O)c2ccc3[nH]cc(C(=O)NCCOC)c(=O)c3c2)cc1	3	4	3	-5	-8	-24	6	-5	-3
c1ccc(CN2CCN(c3ncccn3)CC2)cc1	6	-4	0	5	0	-3	-2	5	-1
COC(=O)c1ccc2c(=O)n(Cc3ccc4c(c3)OCO4)c(=S)[nH]c2c1	3	-2	4	-5	-4	4	-6	4	4
CCOc1ccc(S(=O)(=O)N2CCOCC2)cc1NC(=O)Cc1c(F)cccc1Cl	4	5	6	2	7	2	2	0	3
CCOc1ccccc1N/C=C(\C#N)c1nc2ccccc2n1C	-6	5	0	-1	-1	-1	13	-1	4

More compounds.
SMILES	pPAFAH FP inh	PAFAH1B3 FP inh	PAFAH1B2 inh	LYPLA1 inh	PME-1 primary	GSTO1 inh	PREPL inhibitor	LYPLA2 counter	PAD4 inh
N#Cc1nc(COc2cccc(Cl)c2)oc1N1CCCC1	4	9	-1	2	1	-2	10	4	-3
CC(C)CC(c1nnnn1Cc1ccc2c(c1)OCO2)N1CCC(C(N)=O)CC1 (configuration not stated)	-1	5	3	0	-4	4	16	2	-1
Cc1noc(C)c1S(=O)(=O)N(C)C[C@H]1Oc2ccc(NC(=O)Cn3cnnn3)cc2C(=O)N([C@H](C)CO)C[C@@H]1C	0	10	7	.	.	.	1	.	7
COc1ccc(C(=O)NNC(=O)OC(C)(C)C)cc1	-8	3	2	-3	-7	-5	12	-10	-4
O=C1CC(C(=O)Nc2ccc(Br)cc2)S/C(=N\N=C\c2ccco2)N1 (configuration not stated)	8	11	1	0	-8	-12	-4	-6	1
CN(CC(=O)Nc1cccc(C#N)c1)Cc1ccc(Cl)cc1	0	1	7	-2	-5	0	-2	-2	3
CCOC(=O)C1CCCN(c2c(NCCCN(C)c3ccccc3)c(=O)c2=O)C1 (configuration not stated)	-6	-2	3	2	-2	3	3	-9	-3
Cn1c2ccccc2n2c(=O)cc(-c3ccccc3)c(C#N)c12	-1	-3	-1	1	6	-6	-6	-1	4
O=C1NC(=S)N(C(=O)c2ccc(F)cc2)/C1=C/c1ccccc1	3	2	5	-9	-9	-22	6	-11	-2
COc1ccccc1CC(=O)N1CCN(c2ccccn2)CC1	2	9	2	4	3	4	4	6	0
CCOc1ccc(S(=O)(=O)N2CCCC(C(=O)NCc3ccco3)C2)cc1 (configuration not stated)	4	3	4	0	5	1	3	-1	-1
COCCN(CC1CCCN(C2Cc3ccccc3C2)C1)C(=O)CCC(F)(F)F (configuration not stated)	2	6	3	-2	1	5	0	-3	-1
COc1ccc(C/C(N)=N/OC(=O)c2ccc(Cl)cc2)cc1	5	5	5	1	-1	-6	0	-6	-5
Cc1cc(C)n2nc(-c3ccco3)nc2n1	0	-2	3	2	-4	4	-1	2	2
FC(F)Oc1ccc(NC(=S)Nc2ccc3cn[nH]c3c2)cc1	8	6	4	-1	3	11	17	6	-4
CCCCn1c(SCC(=O)NC(=O)Cc2ccccc2)nc2ccccc2c1=O	2	-5	-2	0	0	.	-4	1	0
O=c1/c(=C/c2ccco2)sc2nc(-c3ccccc3Br)nn12	12	-3	0	-7	-4	1	-4	-11	6
Cn1c(N)c(C#N)c(C#N)c1-c1ccccc1	4	4	1	-1	3	-11	15	3	-6
CCOC(=O)CC1ON(C)C(=O)N1c1ccc([N+](=O)[O-])cc1 (configuration not stated)	-5	2	4	-3	-12	-7	4	0	-2
CCCC(=O)OCC(=O)Nc1cc(Cl)ccc1[N+](=O)[O-]	8	-1	2	0	3	33	5	-6	-2
C=CCn1c(=O)c2ccccc2n2c(SCC(=O)Nc3sc(C)c(CC)c3C(=O)OCC)nnc12	-3	-3	-6	-1	-4	-3	7	-3	2
O=C(N/N=C/c1cccs1)c1c[nH]c2ccccc12	8	8	1	-2	-6	-6	13	-7	-2
CCN1CCN(c2nc3c(c(=O)[nH]c(=O)n3C)n2CCCc2ccccc2)CC1	2	6	2	2	-4	4	17	0	-8
CN(C)C(=O)CCSc1nnc(-c2ccco2)o1	6	5	4	-4	-2	9	6	-1	-3
CCN(CC)CC(=O)c1ccc(-c2ccccc2)cc1	7	9	-3	-2	-11	7	-9	-1	-2
C[C@H](NC(=O)c1nc[nH]c1C(=O)NC(c1ccccc1)c1ccccc1)C(=O)OCc1ccccc1	2	-12	-11	-14	-17	-22	6	-23	-1
Cc1ccc(C)c(N2CCN(C(=O)C(Cc3ccccc3)n3cccc3)CC2)c1 (configuration not stated)	3	4	6	-1	-3	-1	5	2	-1
